Bioassay records from PubChem BioAssay.
D3 antag: qHTS of D3 Dopamine Receptor Antagonist: qHTS | max response, negative = inhibition, % | D3R cells, DiscoveRx beta-arrestin luminescence, antagonist mode; active compounds read low | AID 652054, 2013 | hit rate 2.5% among 360,000 | D(3) dopamine receptor (Homo sapiens), P35462; in the data active = max response below about -50%; inconclusive = no clear call, values can overlap the other calls; also: % is scaled to controls: 0 for no effect and ±100 for the full control effect; mostly tested at two doses, the higher about 12 µM
Target sequence (P35462 whole entry, looked up): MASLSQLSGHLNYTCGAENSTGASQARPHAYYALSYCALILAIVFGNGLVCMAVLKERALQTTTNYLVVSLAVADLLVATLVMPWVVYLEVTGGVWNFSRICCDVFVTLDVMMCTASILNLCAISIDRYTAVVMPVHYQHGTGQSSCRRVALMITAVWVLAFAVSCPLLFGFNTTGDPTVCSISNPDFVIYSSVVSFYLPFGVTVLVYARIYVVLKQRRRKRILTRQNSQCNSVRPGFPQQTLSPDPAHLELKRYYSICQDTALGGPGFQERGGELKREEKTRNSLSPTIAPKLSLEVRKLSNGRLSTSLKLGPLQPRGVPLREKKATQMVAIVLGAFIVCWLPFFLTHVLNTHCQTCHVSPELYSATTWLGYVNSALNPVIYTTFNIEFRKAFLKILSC
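Cells plated overnight at 1500 cells/well, then exposed to library compounds with dopamine controls for 90 minutes at 37 degrees C. DiscoveRx reagent added for 30–60 minutes at room temperature; luminescence read, quantitative HTS format.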
GLP1R ag: qHTS of GLP-1 Receptor Agonists; Glucagon-like peptide 1 receptor (Homo sapiens), P43220; HEK293 GLP-1R CRE-luciferase, luminescence, 4-6 h; cells express a hypersensitive GLP-1R form; Potency, µM (highest dose often 45.6 µM), for the others: at the highest dose activation, actives largely listed as activators; hit rate 0.007% among 380,000; AID 624172, 2012; also: potency is read from the fitted curve at half-maximal effect; % of control where 0% means no effect
Target sequence (P43220 whole entry, looked up): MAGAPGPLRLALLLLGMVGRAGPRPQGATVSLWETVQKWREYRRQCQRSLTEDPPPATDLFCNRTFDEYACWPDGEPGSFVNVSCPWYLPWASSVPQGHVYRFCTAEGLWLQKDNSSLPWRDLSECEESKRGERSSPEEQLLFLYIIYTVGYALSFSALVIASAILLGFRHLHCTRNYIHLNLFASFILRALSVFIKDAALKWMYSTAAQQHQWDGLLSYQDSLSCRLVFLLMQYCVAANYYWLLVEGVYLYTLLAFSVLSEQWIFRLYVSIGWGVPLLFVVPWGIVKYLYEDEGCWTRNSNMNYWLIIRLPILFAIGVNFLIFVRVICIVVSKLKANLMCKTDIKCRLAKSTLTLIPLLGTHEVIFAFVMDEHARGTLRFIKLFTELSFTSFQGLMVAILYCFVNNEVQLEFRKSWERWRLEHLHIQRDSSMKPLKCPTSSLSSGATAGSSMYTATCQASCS
KB-3-1 tox: qHTS assay for MDR1-selective chemotherapeutics: Primary screen using the parental adenocarcinoma cell KB-3-1; hit rate 1.4% among 400,000; AID 1347075, 2019; KB-3-1 viability, CellTiter-Glo ATP luminescence, 72 h; Potency, µM (series often up to 46.1 µM), without a hit: at the highest dose activity change, negative = cytotoxic, most hits filed as cytotoxic; also: potency is read from the fitted curve at half-maximal effect; % is scaled to controls: 0 for no effect and ±100 for the full control effect; nearly all actives have a fitted effect of over 60% in size
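Using CellTiter-Glo luminescence, growth of non-resistant KB-3-1 adenocarcinoma cells is assessed 72 h after pin-tool compound addition at 37 °C. Normalized responses across the concentration series yield fitted curves.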
HT1080 IDH1KD tx: qHTS for induction of synthetic lethality in tumor cells producing 2HG: qHTS for the HT-1080-IDH1KD cell line | HT-1080 IDH1 knockdown viability, ATP luminescence, 48 h | Potency, µM (doses to about 46.1 µM), without a hit: at the top dose activity, negative = toxicity, usual class: cytotoxic | hit rate 2% among 360,000 | AID 686971, 2013;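 also: potency is read from the fitted curve at half-maximal effect; 0% = DMSO wells and -100% = cell-free medium wells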
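Knockdown cells (IDH1KD HT-1080) received compounds 2 h after plating at 750 cells/well and were kept 48 h at 37 °C in 5% FBS RPMI. A CellTiter-Glo luminescence read gave % activity for curve fitting.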
KB-V1 MDR tox: qHTS assay for MDR1-selective chemotherapeutics: Primary screen using the drug-selected MDR subline cells KB-V1. KB-V1 MDR cells viability, CellTiter-Glo, 72 h. Potency, µM (doses to about 46.1 µM), for inactives: at the highest dose activity change, negative = cytotoxicity, actives largely listed as cytotoxic. hit rate 3.4% among 400,000; also: potency is read from the fitted curve at half-maximal effect; % is scaled to controls: 0 for no effect and ±100 for the full control effect; nearly all actives have a fitted effect of over 60% in size
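Potencies derive from concentration-effect curves fitted to normalized luminescence (CellTiter-Glo) of KB-V1 cells treated for 72 h at 37 degrees C in phenol-red-free DMEM containing 10% FBS.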
SW480 rerep: A quantitative high throughput screen for small molecules that induce DNA re-replication in SW480 colon adenocarcinoma cells | Potency, µM (highest dose often 46.1 µM), for inactives: at the top dose re-replication activation, most hits filed as activators | SW480 DNA re-replication, Hoechst DNA content imaging, 48 h | hit rate 1.8% among 340,000; also: potency is read from the fitted curve at half-maximal effect; % of control where 0% means no effect; nearly all actives have a fitted effect of over 55% in size
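Image-based read-out: total Hoechst fluorescence of nuclei (405 nm excitation, 500-530 nm emission), with hits raising the fraction of high-intensity nuclei. SW480 colon cells incubated 48 hr with compounds at 37 C.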
D3 ag: qHTS of D3 Dopamine Receptor Agonist: qHTS; D(3) dopamine receptor (Homo sapiens), P35462; D3R DiscoveRx beta-arrestin cells, luminescence, 90 min; max activation, %; hit rate 0.58% among 410,000; AID 652048, 2013; in the data active = max activation above about 30%; also: 0% is about no effect; mostly tested at two doses, the higher about 12 µM
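Cells at 1500/well, incubated overnight, then treated with pinned compounds (dopamine as control) for 90 min at 37 degrees C. DiscoveRx reagent added for 30 - 60 minutes at room temperature; luminescence read.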
IL-1B inflam inh: qHTS for Inhibitors of Inflammasome Signaling: IL-1-beta AlphaLISA Primary Screen; THP-1 LPS/ATP IL-1B secretion, AlphaLISA, 16 h; active compounds read low; hit rate 4.7% among 360,000; activity change, % at 57.5 µM; AID 743279, 2014; in the data active = activity change below about -50%; inconclusive = mostly about -30% to -49%; also: % is scaled to controls: 0 for no effect and ±100 for the full control effect
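Secreted IL-1B measured by AlphaLISA bead assay after 16 h compound exposure of THP-1 cells; compounds (final up to 57.5 uM) added 1 h before LPS (250 ng/mL) and ATP (1.25 mM) stimulation; lower signal means less secretion.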
HT1080NT lethal: qHTS for induction of synthetic lethality in tumor cells producing 2HG: qHTS for the HT-1080-NT fibrosarcoma cell line | HT-1080-NT fibrosarcoma viability, CellTiter-Glo ATP luminescence, 48 h | Potency, µM (highest dose often 46.1 µM), inactives show at the highest dose activity, negative = less viability, actives largely listed as cytotoxic | hit rate 1.6% among 360,000 | AID 686970, 2013;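 also: NT is the 2HG producing partner of a matched IDH1 knockdown line; potency is read from the fitted curve at half-maximal effect; 0% = DMSO-treated cells and -100% = media-only wells without cells; nearly all actives have a fitted effect of over 55% in size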
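Toxicity toward the 2HG-producing NT line was scored as %Activity, normalised to DMSO and no-cell wells, from CellTiter-Glo luminescence after 48 hours' treatment.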
Numbers without * were called inactive; ? = inconclusive; / = not tested or not shown; [ ] = dose if it differs, or a comment. Unless noted, calls follow the shape of the dose curve; as a rule, active = well fitted curve in the direction sought with a large enough effect; inconclusive = small, poorly fitted or top-dose-only effect, or another doubt; inactive = no such curve, though single readings can be large; an effect the other way counts as inactive or inconclusive. Rows are unselected, and some 12% of all compounds hit somewhere here.

nr	canonical_smiles	D3 antag	GLP1R ag	KB-3-1 tox	HT1080 IDH1KD tx	KB-V1 MDR tox	SW480 rerep	D3 ag	IL-1B inflam inh	HT1080NT lethal
1	COc1ccccc1N(CC(=O)NCC1CCCO1)C(=O)CCC(=O)Nc1nccs1 (centres undefined)	5	-7%	0%	0%	?	0%	6	6	9%
2	COC(=O)c1[nH]c2ccccc2c1NC(=O)CN1CCN(c2cccc(Cl)c2)CC1	-14	-38%[inhibitor]	-17%	-14%	?	-1%	0	-17	-14%
3	O=C(NNC(=S)Nc1cccc(C(F)(F)F)c1)c1ccc(Cl)cc1Cl	-9	-15%	?	?	18µM*	?	10	-52*	?
4	O=C(NC1CCCC1)C(c1ccncc1)N(Cc1ccco1)C(=O)c1ccc(-c2ccccc2)[nH]1 (centres undefined)	-23	8%	?	15µM*	21µM*	?	-6	-105*	?
5	Cc1nc(-n2nnc(CO)c2CO)nc2c1CCC2	-6	1%	1%	23%	1%	-2%	-2	8	15%
6	CN1CCN(C(=O)C2(NC(=O)Nc3ccccc3Cl)CCCCC2)CC1	-4	-2%	5%	16%	?	-1%	7	-7	19%
7	Cc1ccc(S(=O)(=O)/N=C(\N)Nc2nc(C)c3ccc(C)cc3n2)cc1	-23	0%	-3%	-10%	-25%	10%	13	-21	8%
8	CC(C)(C)OC(=O)[C@H](Cc1ccccc1)NC(=O)c1[nH]cnc1C(=O)N[C@@H](Cc1ccccc1)C(=O)OCc1ccccc1	2	3%	?	-17%	?	-11%[9.22 µM]	-14	0	-16%
9	CCNC(=O)c1ccccc1-c1nc(-c2ccccc2OC)no1	13	11%	-3%	0%	-15%	-9%	-1	0	2%
10	NC(=S)Nc1ccc2c(c1)OCO2	-5	2%	1%	-2%	3%	-1%	0	-10	9%
11	COc1cc2c(cc1OC)C(c1ccccc1Br)NC(=O)C2 (centres undefined)	-6	5%	19%	-4%	-1%	-12%	1	10	-1%
12	CC1CCCCC1NC(=O)COC(=O)c1c2c(nc3ccccc13)/C(=C\c1ccco1)CC2 (centres undefined)	-20	7%	-9%	-6%	-14%	?	1	?	-20%
13	COCCNC(=O)C(=O)Nc1ccc2c(c1)N(S(=O)(=O)c1cccs1)CCC2	0	6%	?	6.5µM*	?	2.6µM*	0	22	?
14	CC1(C)CC(=O)C(N=Nc2ccc(-c3ccccc3)cc2)=C(O)C1	-1	-4%	-1%	10%	0%	-61%[inhibitor]	2	-29	4%
15	COc1cccc(-c2cn3nc(C)c(C)nc3n2)c1	-2	-8%	?	?	?	?	7	-9	?
16	Cc1ccc2cc(CN(CCCN(C)C)C(=S)NCc3ccccc3)c(=O)[nH]c2c1C	3	5%	3%	-8%	?	6%	-1	-9	-4%
17	Cc1ccc(S(=O)(=O)NCc2cccnc2)cc1C(=O)NC1CCCCC1	11	7%	-13%	-2%	-16%	27%	-24	-11	-9%
18	CCOC(=O)C1CCCN(C(=O)c2[nH]c(C(F)(F)F)nc2-c2ccccc2)C1 (centres undefined)	24	6%	0%	18%	?	/	3	22	28%
19	CC(=O)c1cc2c(cc1NC(=O)CN1CCCCC1C)OCO2 (centres undefined)	-28	6%	9%	0%	-1%	17%	-14	-3	-16%
20	CC12CCC(C(=O)N(CCCN3CCN(Cc4ccccc4)CC3)C1=O)C2(C)C (centres undefined)	-18	0%	-9%	-20%	?	0%	-13	17	3%

Reprinted at random: two entries already listed.
nr	canonical_smiles	D3 antag	GLP1R ag	KB-3-1 tox	HT1080 IDH1KD tx	KB-V1 MDR tox	SW480 rerep	D3 ag	IL-1B inflam inh	HT1080NT lethal
5	Cc1nc(-n2nnc(CO)c2CO)nc2c1CCC2	-6	1%	1%	23%	1%	-2%	-2	8	15%
7	Cc1ccc(S(=O)(=O)/N=C(\N)Nc2nc(C)c3ccc(C)cc3n2)cc1	-23	0%	-3%	-10%	-25%	10%	13	-21	8%

More entries follow.
nr	canonical_smiles	D3 antag	GLP1R ag	KB-3-1 tox	HT1080 IDH1KD tx	KB-V1 MDR tox	SW480 rerep	D3 ag	IL-1B inflam inh	HT1080NT lethal
21	COC(=O)CS(=O)(=O)c1cc(Br)cc2c1N(C(C)=O)CC2	0	-5%	23%	7%	0%	-3%	-4	16	10%
22	O=C1CC2c3ccccc3C1C1C(=O)N(CCO)C(=O)C21 (centres undefined)	-8	12%	0%	0%	-4%	-12%	-9	-6	-2%
23	Cc1ccc(F)c(S(=O)(=O)NC(=O)C2(C)CCN2C(=O)CC(c2ccccc2)c2ccccc2)c1 (centres undefined)	1	-6%	0%	12%	-5%	/	2	0	1%
24	O=C1NC(c2ccccc2)(C(F)(F)F)C(=O)N1Cc1cccnc1 (centres undefined)	0	3%	-1%	0%[9.24 µM]	?	-8%	-2	6	5%
25	Cn1cnnc1SCC(=O)Nc1ccc2nc(SCc3cccc4ccccc34)sc2c1	6	-13%	-15%	-23%	-1%	4%	1	-16	-19%
26	CCOC(=O)N1CCC(NC(=O)c2cc(-c3ccc(F)cc3)[nH]c2C)CC1	0	3%	-1%	-4%	-2%	1%	1	0	1%
27	Cc1c(C(=O)NCc2cccc([N+](=O)[O-])c2)sc(=O)n1Cc1ccc(C(C)C)cc1	5	11%	?	-8%	9.2µM*	/	0	?	-8%
28	COc1ccc(-c2sc3cc4c(cc3c2-c2ccc3c(c2)OCCO3)OCO4)cc1	-23	0%	13%	7%	-17%	-5%	0	13	11%
29	C/C(NC(=O)c1cccc(F)c1)=C1/C(=O)C[C@@H]2[C@H]1C2(C)C	51	2%	1%	13%	?	-8%	5	12	13%
30	CCC1(c2ccccc2)NC(=O)N(CC(=O)N(c2ccccc2)C2CCS(=O)(=O)C2)C1=O (centres undefined)	5	-4%	29%	6%	4%	2%	7	6	4%
31	Cc1ccccc1NC(=O)CCCC(=O)c1ccccc1	14	3%	2%	5%	0%	-3%	-11	13	0%
32	CC(C)C(=O)Nc1ccc(C(=O)NNC(=S)NC(=O)c2ccco2)cc1	12	-2%	17%	-24%	-24%	-3%	6	15	-15%
33	COc1ccc(N(C(=O)C2CSC(=O)C2)C(C(=O)NC(C)(C)C)c2ccncc2)cc1 (centres undefined)	-9	-4%	-4%	0%	12%	-5%	-2	9	9%
34	O=C(O)c1ccc(-c2nc(-c3cccc(C(F)(F)F)c3)cs2)cc1	2	9%	-7%	-2%	26%	-4%	0	132	9%
35	COc1ccc(OC)c(NC(=O)CSCC(=O)O)c1	6	3%	4%	18%	16%	-7%	1	44	11%
36	COc1ccc(N2CCN(C(=O)COc3ccc(S(=O)(=O)N4CCOCC4)cc3C)CC2)cc1	1	4%	-4%	-12%	?	1%	-2	-2	-7%
37	CC1(C(=O)NCCCN2CCCC2=O)CCN1CCc1ccccc1 (centres undefined)	8	-2%	13%	?	-11%	/	5	21	15%
38	O=C(c1ccc(Cl)c(S(=O)(=O)N2CCCCCC2)c1)N1CCN(CCO)CC1	-10	4%	-22%	-4%	0%	-2%	2	2	-3%
39	CCCCc1ccc(NS(=O)(=O)N(C)C)cc1	-9	22%	-4%	-5%	-5%	17%	0	16	-6%
40	COc1ccc(/C=C2\SC(=O)N(CC(=O)N(C)C3CCS(=O)(=O)C3)C2=O)cc1 (centres undefined)	-8	-4%	1%	-21%	0%	-1%	5	-19	3%

nr	canonical_smiles	D3 antag	GLP1R ag	KB-3-1 tox	HT1080 IDH1KD tx	KB-V1 MDR tox	SW480 rerep	D3 ag	IL-1B inflam inh	HT1080NT lethal
41	CSc1ncccc1C(=O)OCC(=O)NCCC1=CCCCC1	-10	15%	-4%	6%	-7%	4%	-27	11	-4%
42	C[C@@H]1Cc2c(O)c(O)cc(O)c2C(=O)O1	-9	-3%	0%	-3%	0%	-81%[inhibitor]	28	45	-6%
43	CN(CC(=O)Nc1ccc(N2CCOCC2)cc1)Cc1cc(=O)n2ccsc2n1	10	17%	30%	7%	-3%	-7%	5	45	-11%
44	CCOC(=O)/C(C#N)=C/c1ccc(OCC(=O)Nc2ccc(OC)cc2)c(OC)c1	9	-6%	5%	-1%	8%	-2%	8	11	1%
45	Cc1ccc(C)c(NC(=O)C2Cc3ccccc3CN2C(=O)OCc2ccccc2)c1 (centres undefined)	0	2%	-9%	-15%	-12%	-1%	-4	-1	-9%

Among those listed so far, four contain a CF3 group.
nr	canonical_smiles	D3 antag	GLP1R ag	KB-3-1 tox	HT1080 IDH1KD tx	KB-V1 MDR tox	SW480 rerep	D3 ag	IL-1B inflam inh	HT1080NT lethal
3	O=C(NNC(=S)Nc1cccc(C(F)(F)F)c1)c1ccc(Cl)cc1Cl	-9	-15%	?	?	18µM*	?	10	-52*	?
18	CCOC(=O)C1CCCN(C(=O)c2[nH]c(C(F)(F)F)nc2-c2ccccc2)C1 (centres undefined)	24	6%	0%	18%	?	/	3	22	28%
24	O=C1NC(c2ccccc2)(C(F)(F)F)C(=O)N1Cc1cccnc1 (centres undefined)	0	3%	-1%	0%[9.24 µM]	?	-8%	-2	6	5%
34	O=C(O)c1ccc(-c2nc(-c3cccc(C(F)(F)F)c3)cs2)cc1	2	9%	-7%	-2%	26%	-4%	0	132	9%
